# BAP1 block = blocks human BAP1 ubiquitin-AMC hydrolysis; Q92560; actives 0.48% (n = 72,000); recombinant BAP1, Ub-AMC hydrolysis fluorescence kinetic; stronger effect = lower value; activity remaining (% of control), % at 20 µM; AID 436;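 active = activity remaining at or below 50% of control, provided the compound also passes the data quality filters; inactive = the rest, including low values that fail the filters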;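 also: 100% = DMSO wells rate and 0% = substrate alone blank rate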
# Target sequence (Q92560 whole entry, looked up): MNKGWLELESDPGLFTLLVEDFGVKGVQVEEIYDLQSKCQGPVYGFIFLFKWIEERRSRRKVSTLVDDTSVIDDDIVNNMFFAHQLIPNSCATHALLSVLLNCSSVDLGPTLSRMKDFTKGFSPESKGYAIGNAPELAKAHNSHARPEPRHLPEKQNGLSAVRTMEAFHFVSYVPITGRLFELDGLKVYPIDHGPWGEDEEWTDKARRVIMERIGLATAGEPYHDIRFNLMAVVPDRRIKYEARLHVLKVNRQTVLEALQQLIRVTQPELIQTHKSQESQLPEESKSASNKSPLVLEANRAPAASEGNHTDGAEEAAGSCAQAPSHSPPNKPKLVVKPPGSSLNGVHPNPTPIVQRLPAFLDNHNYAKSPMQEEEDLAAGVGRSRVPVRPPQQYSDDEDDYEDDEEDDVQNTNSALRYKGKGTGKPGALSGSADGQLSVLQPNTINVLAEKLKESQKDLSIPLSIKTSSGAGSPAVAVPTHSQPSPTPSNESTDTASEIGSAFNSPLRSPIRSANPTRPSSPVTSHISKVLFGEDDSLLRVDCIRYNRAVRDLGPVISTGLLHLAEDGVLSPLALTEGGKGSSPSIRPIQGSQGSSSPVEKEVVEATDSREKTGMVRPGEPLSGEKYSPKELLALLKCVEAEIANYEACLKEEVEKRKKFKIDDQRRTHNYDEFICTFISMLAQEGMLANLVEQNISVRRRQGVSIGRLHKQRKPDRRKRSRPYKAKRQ
# HePTP inh = blocks human HePTP tyrosine phosphatase | actives 0.64% (n = 110,000) | inhibition, % at 20 µM | recombinant HePTP phosphatase activity, OD absorbance | P35236; in the data active = inhibition above about 50%;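 also: plate controls were vehicle for no effect and reference inhibitor for full effect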
# Target sequence (P35236 whole entry, looked up): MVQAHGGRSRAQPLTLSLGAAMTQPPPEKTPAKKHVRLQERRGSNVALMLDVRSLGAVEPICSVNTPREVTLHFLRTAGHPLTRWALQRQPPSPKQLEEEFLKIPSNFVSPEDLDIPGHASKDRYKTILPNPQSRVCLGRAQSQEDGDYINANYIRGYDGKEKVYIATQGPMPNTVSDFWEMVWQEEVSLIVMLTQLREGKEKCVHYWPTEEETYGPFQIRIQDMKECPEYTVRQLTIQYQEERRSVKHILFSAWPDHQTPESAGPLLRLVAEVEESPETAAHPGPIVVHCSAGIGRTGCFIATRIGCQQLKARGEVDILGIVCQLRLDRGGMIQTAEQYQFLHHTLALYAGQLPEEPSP
# Starred values were filed as active, the others as inactive; / = not tested or not shown; & = joins results of further samples.
mol	BAP1 block	HePTP inh
CCOc1cc(OCC)cc(C(=O)Nc2ccc(Br)cn2)c1	/	6
O=C(Nc1ccc2c(c1)OCO2)c1cccc(Cl)c1	85	6
OCCN(C(=S)Nc1ccc2nccnc2c1)c1ccccc1	/	7
Clc1ccc(-n2nnnc2-c2ccccc2)cc1Cl	94	5
N#C/C(=C\c1ccc(-c2ccc([N+](=O)[O-])cc2)o1)C(=O)N1CCCCC1	/	-1
c1coc(CN(Cc2cccs2)Cc2nnnn2C2CCCCC2)c1	73	10
O=C1NC2NC(=O)N(C3CCCCC3)C2N1 (stereo not drawn)	/	-6
Cc1ccc(NS(=O)(=O)c2cccc(C(=O)n3ncc(C#N)c3N)c2)c(C)c1	81	5
COc1ccc(-c2nc(CN3CCC(C(=O)N4CCc5ccccc54)CC3)c(C)o2)cc1OC	105	1
COC(=O)C1=C(N)OC2=C(C(=O)CC(C)(C)C2)C1c1cccnc1 (stereo not drawn)	/	-4
COCCN(CCOC)c1ncnc2c1cnn2-c1ccc(Cl)cc1	97	7
COC(=O)[C@@H](NC(=O)NCc1ccco1)C(C)C	78	3
CN1CCN(S(=O)(=O)c2ccc(NC(=O)Nc3cccc(Cl)c3)cc2)CC1	74	7
O=C(NCCc1csc(-c2cccnc2)n1)c1ccc(Br)o1	98	4
Cc1ccc(-c2ccc(C(=O)O)[nH]2)cc1	89	2
CC(=O)C1=C(C)NC(C)=C(C(C)=O)C1c1cccs1	109	5&-16
CCN(C(=O)c1cn(C)c(=O)c2cc(OC)c(OC)cc12)c1cc(OC)ccc1OC	104	2
COc1ccc(CCNC(=O)CC2Oc3ccc(Cl)cc3NC2=O)cc1OC (stereo not drawn)	97	-6
COc1cc2nc(-c3ccc([N+](=O)[O-])cc3)oc(=O)c2cc1OC	/	-6
CCC(C(=O)NCc1ccc(F)cc1)N(Cc1ccco1)C(=O)c1snc(C(N)=O)c1N (stereo not drawn)	58	6
Cc1ccc(C(=O)N2c3ccc(F)cc3CCC2C)o1 (stereo not drawn)	110	-4
O=S(=O)(NCC1CCCO1)c1ccc2ccccc2c1 (stereo not drawn)	76	-5
C=CCn1c(=S)[nH]c2ccccc2c1=O	176	-6
Cc1ccc(NC(=O)/C=C/c2ccccc2)cc1	/	-8
CC(NC(=O)CSc1ncccn1)c1ccccc1 (stereo not drawn)	107	4&-1
O=C(Cn1nnc(-c2ccccc2)n1)N/N=C/c1ccc(-c2ccc(C(=O)O)cc2)o1	/	46
CCOC(=O)C1=C(CC)Nc2ccccc2N=C1NC(=O)Nc1ccccc1OC	110	11
COc1ccccc1-c1nnc2n1N=C(C)CS2	96	-3
COc1cc(NC(=O)c2ccccc2)c(OC)cc1NC(=O)CN1CCN(c2ccccn2)CC1	116	6
N#Cc1nc(Cc2ccccc2)oc1N1CCC(Cc2ccccc2)CC1	57	1
CCOc1ccc(CSc2ncnc(SCc3ccc(OCC)cc3)c2N)cc1	/	5
COc1ccc(C(=O)CSc2nnc(-c3cc4ccccc4cc3O)n2Cc2ccco2)cc1	64	5
COc1cc(NC(=O)c2cnn3c2NC(c2ccc(Br)cc2)CC3C(F)(F)F)cc(OC)c1OC (stereo not drawn)	/	5
CCS(=O)(=O)CCSc1nc(C)cc(C)n1	101	0
N/C(Cc1ccc([N+](=O)[O-])cc1)=N\OC(=O)COc1ccc2ccccc2c1	/	-1
Nc1nnc(Cc2ccc(F)cc2)s1	/	4

# Look-ups from the results shown:
# N/C(Cc1ccc([N+](=O)[O-])cc1)=N\OC(=O)COc1ccc2ccccc2c1 | HePTP inh: -1
# CCS(=O)(=O)CCSc1nc(C)cc(C)n1 | HePTP inh: 0

# (cont.)
mol	BAP1 block	HePTP inh
O=C(Nc1sc2c(c1C(=O)O)CCCCC2)c1ccccc1Cl	/	-11
C=CCNC(=S)Nc1ccccc1NC(=S)NCC=C	/	0
Cc1cccc(NC(=O)CN(C)S(=O)(=O)c2cnc[nH]2)c1	104	8
CCOc1ccccc1C(=O)Nc1cc(OC)ccc1OC	105	5
COc1ccccc1NC(=O)N1CCCC(c2nc3c(nnn3Cc3ccc(C)cc3)c(=O)[nH]2)C1 (stereo not drawn)	/	0
N#Cc1c(C(F)(F)F)cc(-c2ccccc2)nc1SCC(=O)NCC(=O)O	/	6
COc1ccc(C2CC(c3c(-c4ccccc4)c4cc(Br)ccc4[nH]c3=O)=NN2C(=O)CCC(=O)O)cc1 (stereo not drawn)	/	8
Cn1c(SCC(=O)NCc2ccc3c(c2)OCO3)nnc1-c1cc2ccccc2cc1O	87	4
COc1ccc2[nH]c(C)c(CN3CCCCC3)c(=O)c2c1	111	3
O=C(Oc1ccc(Br)cc1)C1CC(=O)N(c2ccc(F)cc2)C1 (stereo not drawn)	143	10
CCOc1ccc(CC(=O)Nc2c(C(N)=O)oc3ccc(Br)cc23)cc1OCC	96	-2
COc1ccc(CNC(=O)c2ccccc2[N+](=O)[O-])cc1	/	8
COc1cc(C(=O)NCc2ccc(F)cc2)cc(OC)c1OC	/	-1
CCCOC(=O)c1ccc(NC(=O)c2ccc(C(C)(C)C)cc2)cc1	53	/
CCc1nnc2c3c4c(sc3nc(C)n12)CCC4	/	-5
O=c1c2c3c(sc2[nH]c(=S)n1CCc1ccccc1)CCC3	/	-22
Cc1ccc(S(=O)(=O)NCCC(=O)NCCN2CCCCCC2)cc1	100	-3
CC(=O)COc1ccc2c(C)cc(=O)oc2c1C	/	5
Cc1ccc(C)c(C(=O)CSc2n[nH]c(-c3ccncc3)n2)c1	109	6
Cc1ccc(/C(O)=C2/C(=O)C(=O)N(CCCn3ccnc3)C2c2cccnc2)cc1 (stereo not drawn)	/	1
Cc1nn(-c2ccccc2)c2sc(C(=O)NC3CCCCC3)cc12	70	-5
CCNC(=S)Nc1cccc(Cl)c1	/	13
Cc1ccc(N(CC(=O)O)S(C)(=O)=O)cc1C	/	-4
COc1cc(OC)c(NC2=NCCCCC2)cc1Cl	93	-7
C=CCn1c(SCC(=O)c2ccc(OC)cc2)nnc1C(C)NC(=O)c1cccs1 (stereo not drawn)	92	14
CC(C)OC(=O)c1c(-c2ccccc2)csc1NC(=O)C1C2CCC(C2)C1C(=O)O (stereo not drawn)	/	14
COC(=O)c1nc(-c2ccccc2)n[nH]1	103	-11
COc1ccccc1C1NC(=O)NC(C)=C1C(=O)OC1CCCCCCC1 (stereo not drawn)	/	-5
COCC(C)NC(=O)C1CC(=O)N(c2ccc(C)cc2)C1 (stereo not drawn)	75	7
CC(C)C(=O)N1CCN(c2ccc([N+](=O)[O-])cc2Cl)CC1	/	5
CN1CCN(S(=O)C23CC4CC(CC(C4)C2)C3)CC1 (stereo not drawn)	85	4
CCOc1ccccc1C(=O)N(CN1CCCC1=O)c1cccc(Cl)c1	100	-8
COc1cc(OC)cc(C(=O)Nc2ccc(-c3nc4cc(C)cc(C)c4o3)cc2)c1	/	-10
CC1CCN(C(=S)c2ccccc2O)CC1	82	12
Cc1ccccc1OCC(=O)Nc1cccc(NC(=O)c2ccccc2Cl)c1	/	11
CCOC(=O)C1=C(CSc2nc3c(cc2C#N)CCC3)OC(N)=C(C#N)C1c1ccccc1 (stereo not drawn)	/	-6
CCn1c(-c2ccc(N)cc2)nc2ccccc21	91	4
COC(=O)C1=C(C(=O)OC)SC(=C2C(=S)C(C)(C)N(C(=O)C(C)C)c3cc(C)ccc32)S1	/	4
Cc1ccc(NC(=O)CC(NCCN2CCOCC2)C(=O)O)cc1Cl (stereo not drawn)	102	4
CCOC(=O)C1=C(C)NC(=O)CC1c1cc(OC)c(OC)cc1Br (stereo not drawn)	62	/
CCCn1nc(CC(=O)O)c2ccccc2c1=O	104	9&-8
COc1cccc(NC(=O)CN2C(=O)COc3ccc(Cl)cc32)c1	82	7
O=C(O)/C=C\C(=O)Nc1ccccc1C#Cc1ccc(Br)cc1	/	10
Brc1cccc(-c2cnc3n2CCCCC3)c1	154	4
CCCCCc1c(O)nc(SCC(=O)NCC2CCCO2)[nH]c1=O (stereo not drawn)	104	-6
COCCCNC(=O)c1ccc2c(c1)OCO2	94	6
CSc1nnc(-c2cccs2)n1-c1ccccc1	79	6
CC/C(C)=N/Nc1nc(-c2ccccc2)c(C)s1	/	8

# 4 of the compounds above, as labelled records.
> CCn1c(-c2ccc(N)cc2)nc2ccccc21
  BAP1 block = 91
  HePTP inh = 4

> COC(=O)C1=C(C(=O)OC)SC(=C2C(=S)C(C)(C)N(C(=O)C(C)C)c3cc(C)ccc32)S1
  BAP1 block = /
  HePTP inh = 4

> Cc1ccc(NC(=O)CC(NCCN2CCOCC2)C(=O)O)cc1Cl (stereo not drawn)
  BAP1 block = 102
  HePTP inh = 4

> CCOC(=O)C1=C(C)NC(=O)CC1c1cc(OC)c(OC)cc1Br (stereo not drawn)
  BAP1 block = 62
  HePTP inh = /

# Further structures:
mol	BAP1 block	HePTP inh
O=C(/C=C/c1ccccc1)NC(=S)Nc1ccc(NC(=O)c2ccco2)cc1	/	11
COc1ccc(-n2c(SCC(=O)Nc3nccs3)nc3c(c2=O)SC(C)C3)cc1 (stereo not drawn)	88	3
COc1cc(Oc2ccccc2)nc(N)n1	118	12
COc1ccc(S(=O)(=O)N2CCN(c3ccccn3)CC2)cc1OC	71	2
CCOc1ccc(C)cc1S(=O)(=O)n1ccc(C)n1	145	1
CCN(CC)C(=O)COn1c(SCC(=O)N(CC)CC)nc2ccccc2c1=O	85	8
COc1cccc(CN2CCN(S(=O)(=O)c3ccc(C)cc3)CC2)c1	/	-3
CC(C)(C)c1cc(C(=O)N/N=C/c2ccc([N+](=O)[O-])cc2)n[nH]1	/	-17
CCC(=O)Nc1nc(C)c(-c2csc(Nc3ccc(C(=O)O)cc3)n2)s1	/	5
COc1ccc(CC(NC(C)=O)C(=O)N2CCN(C(=O)N(C(C)C)C(C)C)CC2)cc1 (stereo not drawn)	104	-5
COc1ccc(C=Nc2c(C)n(C)n(-c3ccccc3)c2=O)cc1	95	/
CCOC(=O)C1=C(C)N=c2s/c(=C\c3cccc(O)c3)c(=O)n2C1c1cccc(OC)c1 (stereo not drawn)	/	0

# Six neighbouring entries from above:
mol	BAP1 block	HePTP inh
COc1cccc(CN2CCN(S(=O)(=O)c3ccc(C)cc3)CC2)c1	/	-3
CC(C)(C)c1cc(C(=O)N/N=C/c2ccc([N+](=O)[O-])cc2)n[nH]1	/	-17
CCC(=O)Nc1nc(C)c(-c2csc(Nc3ccc(C(=O)O)cc3)n2)s1	/	5
COc1ccc(CC(NC(C)=O)C(=O)N2CCN(C(=O)N(C(C)C)C(C)C)CC2)cc1 (stereo not drawn)	104	-5
COc1ccc(C=Nc2c(C)n(C)n(-c3ccccc3)c2=O)cc1	95	/
CCOC(=O)C1=C(C)N=c2s/c(=C\c3cccc(O)c3)c(=O)n2C1c1cccc(OC)c1 (stereo not drawn)	/	0

# Later entries:
mol	BAP1 block	HePTP inh
COc1ccc(NC(=O)CNS(=O)(=O)c2ccc3nc(C)sc3c2)c(OC)c1	93	2
COc1ccc(/C=N\NC(=O)CNc2ccccc2C)cc1	/	-2
COc1ccc(OC)c(/C=C2\C(=O)NN(c3ccccc3)C2=O)c1	/	10&3
O=C(NC1CCCCC1)c1ccc(S(=O)(=O)NCc2cccnc2)cc1	102	-7
COc1ccc(OC)c(NC(=O)C23CCC(C)(C(=O)O2)C3(C)C)c1 (stereo not drawn)	70	8
COc1ccc(S(=O)(=O)NCc2ccc(C(=O)O)cc2)cc1	92	5
COc1cc(C)c(S(=O)(=O)n2ccc(C)n2)cc1C	71	-2
COc1ccc(C(=O)N2CCN(c3ccc(F)cc3)CC2)cc1[N+](=O)[O-]	/	-1
COc1ccc(Cc2c(O)nc(SCC(=O)Nc3ccccc3OC)[nH]c2=O)cc1	/	11
Cc1cc(OCC(=O)Nc2ccc(N3CCOCC3)cc2)cc(C)c1Cl	/	-2
COC(=O)c1cc(C(=O)Nc2ccccc2C(N)=O)cc([N+](=O)[O-])c1	/	2
CC(C)=C1C2C=CC1C1C(=O)N(c3ccc(F)cc3)C(=O)C21 (stereo not drawn)	/	-6
CC(NS(=O)(=O)c1ccccc1)C(N)=O (stereo not drawn)	97	5
Cc1cccc(C)c1OCC(=O)Nc1ccc(Br)cc1C(=O)O	/	5
Cc1cc(C)cc(NC(=O)CN(Cc2ccccc2)S(=O)(=O)c2ccccc2)c1	/	6
CC1(C)Cc2c(C#N)c(NCC3CCCO3)nc(-c3ccco3)c2CO1 (stereo not drawn)	159	-6
Cc1cc(C)cc(NC(=O)CSc2nnc(-c3ccccc3)n2N)c1	/	0
O=C(NC1CCCCC1)C(c1ccccc1)c1ccccc1	/	-18
C(=N\n1cnnc1)/c1cccc(OCCOc2ccccc2)c1	99	2&-1
Cc1cc(OCC(=O)Nn2cnnc2)c(C)cc1Br	54	1
c1cc2cc(C3=NCCN3)ccc2cc1C1=NCCN1	/	5
CCOC(=O)C(=C/C=C/c1ccccc1)C(=O)OCC	/	-7
O=C(CN1C(=O)c2ccccc2S1(=O)=O)NCc1ccccn1	66	-4
C=CCN(C(=O)CN1CCOCC1)c1nc(C)c(-c2ccccc2)s1	/	-7
NC(=O)C1(c2ccccc2)CCOCC1	164	7
CCc1ccc(C2(c3ccc(CC)cc3)C(=O)NCc3ccccc32)cc1	/	-6
O=C(CSc1ccc2nnc(-c3ccc(F)cc3)n2n1)NCC1CCCO1 (stereo not drawn)	99	5
CCc1nc(N(CC)CC)c2oc3ccccc3c2n1	/	7
Cc1cc(C(=O)N(C2CCCCC2)C2CCCCC2)no1	97	0
CC1=C(C#N)C(c2cc3c(cc2[N+](=O)[O-])OCO3)C2=C(CC(C)(C)CC2=O)N1 (stereo not drawn)	/	6
CC(=O)c1c(C)oc2c(Br)cc(NS(=O)(=O)c3ccccc3)cc12	/	8
CCOC(=O)c1c(NC(=O)C2(c3ccccc3)CCCC2)sc2c1CC(C)(C)OC2	/	-1
